Yfh1-off respiration = enhancers of respiration in Yfh1-depleted yeast, dose response, Friedreich's ataxia, plus single-dose screen (AID 1465). S. cerevisiae Yfh1-off respiration, WST-1 reduction, 72 h; higher fold induction means a stronger effect. one-dose fold induction at 50 µM; EC50 in µM for titrated hits. hit rate 0.074% among 220,000;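 active = fold induction of absorbance versus untreated yeast above a set limit, then at least 30% activation at any dose in follow-up; inconclusive = repeats straddling the limit, or above it without dose testing; inactive = fold induction below the set limit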;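 also: activators that raise dye reduction in frataxin-depleted yeast; strong numbers were not always called active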
Autophagy HCS = autophagy modulators in MEF cells, primary screen, imaging, high-content, MEF GFP-LC3; MEF GFP-LC3 puncta imaging; test concentration mostly 10 µM; calls only at 10 µM (by protocol); hit rate 0.98% among 190,000;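 active = percentage of spot-positive cells more than 3 SD above its plate mean, without a fluorescence outlier flag or 80% toxicity; inconclusive = no clear call, values can overlap the other calls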;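 also: spot-positive cell cutoff set from DMSO-treated cells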
MT stabilize HCS = microtubule stabilizers in HeLa cells, primary screen, imaging, high-content imaging | HeLa tubulin immunostaining HCS, 24 h; share of cells brighter than vehicle mean+2SD | % tubulin-high responders, % at 10 µM | hit rate 0.83% among 200,000;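 active = plate Z-score above 3 for both tubulin-high and condensed-nucleus cell shares, with cell loss under 80%, at 10 µM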;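 also: anti alpha tubulin signal scored within the nucleus-defined area of each cell; some results filed as inactive read as strong as hits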
Hep lipid drop = inhibitors of hepatocyte lipid droplet formation, primary screen, imaging, high-throughput imaging, BODIPY stain; AML12 mouse hepatocytes, oleate lipid droplets; inhibition, % at 6.5 µM; hit rate 0.4% among 240,000; AID 1656, 2009;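 active = lipid droplet intensity inhibited by at least 50%, with more than 500 cells counted; inconclusive = wells with under 300 cells, treated as cytotoxic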
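Assay system: AML12 hepatocytes (mouse); Probe or stimulus: oleic acid at 100 µM to induce lipid droplet formation; Dosing: compound at 6.5 µM only; Schedule: compound with oleate, overnight; Detection: fluorescence imaging, 20x objective, two fields per well; Measure: % inhibition of lipid droplet signal.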
Dynein cargo inh = inhibitors of GR-EGFP nuclear translocation, primary screen, dynein cargo transport inhibitor project, imaging, high-content, 3617.4 mouse cells | test concentration mostly 20 µM; stimulated with dexamethasone, 1 µM; active compounds read low | z-score, hits read low | hit rate 0.47% among 220,000 | AID 1381, 2008;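 active = plate z-score of nuclear minus cytoplasmic receptor signal below a set negative limit, without overly bright fluorescence or cell loss, cut at about -3.5 in these data, passing the limit was not always enough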;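 also: z-score of nuclear minus cytoplasmic ring GR-EGFP intensity difference per well; some compounds called inactive have numbers as strong as hits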
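Also added – dexamethasone, 1.0 µM final · Buffer or medium – tet-free, stripped-serum medium · Schedule – induction 48 h, compound 1 h, agonist 30 min · Detection – formaldehyde fixation, Hoechst nuclear stain, 10x automated fluorescence imaging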
Insulin prom up = insulin promoter activators in MIN6 cells, imaging, high-content screening, mouse beta cells; MIN6 insulin promoter-GFP reporter; active compounds read high; z-score at 5 µM; hit rate 0.3% among 190,000; AID 1625, 2009;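 active = z-score above 3 at 5 µM with at least 500 cells counted in the well; inconclusive = wells under 500 cells, flagged as cytotoxic or low count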
P. falciparum M1AAP = P. falciparum M1AAP inhibitors, biochemical, fluorogenic H-Leu-NHMec substrate, 1536-well (AID 1445) | Aminopeptidase N (Plasmodium falciparum (isolate 3D7)) | recombinant M1AAP, H-Leu-NHMec fluorogenic kinetic assay; higher % means a stronger effect | inhibition, % at 30 µM, or IC50 in µM where a hit was titrated | hit rate 0.42% among 220,000;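 active = primary inhibition above the hit cutoff, then over 50% inhibition at one or more dose response concentrations, cut at about 23% in these data, passing the limit was not always enough; inconclusive = conflicting primary data, or primary hits not chosen for dose response; inactive = low primary inhibition, or under 50% at every dose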;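 also: plate controls were DMSO full reaction for no effect and no enzyme background for full effect; strong numbers were not always called active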
P. falciparum M17LAP = P. falciparum M17LAP inhibitors, primary screen, biochemical, fluorogenic H-Leu-NHMec substrate, 1536-well (AID 1619); hit rate 0.38% among 220,000; Leucine aminopeptidase (Plasmodium falciparum (isolate 3D7)); inhibition, % at 30 µM, or IC50 in µM where a hit was titrated; recombinant M17LAP, H-Leu-NHMec fluorogenic kinetic assay; higher % means a stronger effect;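 active = compound inhibiting the enzyme by more than half at any dose during confirmatory dose-response retesting; inconclusive = strong single-dose inhibitors picked by rank but not retested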;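 also: plate controls were full reaction with DMSO carrier for no effect and no enzyme background for full effect; strong numbers were not always called active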
ER stress rescue = rescue of cells from ER stress-induced death, primary screen, 384-well, CSM14.1, thapsigargin, ATP luminescence (AID 1222). CSM14.1 thapsigargin-induced death rescue, ATP luminescence; higher % means a stronger effect. cellular ATP content (survival), % at 20 µM; hits with a dose series show EC50 in µM. 190,000 tested, under 10 active;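 active = EC50 below 50 µM in the dose-response confirmation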;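 also: death triggered by thapsigargin at about 15 µM added after 2 h compound pretreatment; cell ATP read after overnight thapsigargin exposure of roughly 18 to 22 hours; normalized against plate controls of thapsigargin alone and 5% DMSO vehicle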
Dynein cargo inh cytoplasmic EGFP = recorded beside Dynein cargo inh, whose call it bears; z-score; measured here: cytoplasmic GR-EGFP intensity; active compounds read high
Dynein cargo inh nuclear GR-EGFP = also measured in Dynein cargo inh; calls as there; z-score; measured here: nuclear GR-EGFP intensity;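 lower value marks the stronger effect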
Dynein cargo inh cell count = also measured in Dynein cargo inh; calls as there; z-score; measured here: cell count per field
Insulin prom up cell count = second read-out of Insulin prom up, no call of its own (marks repeat the call); cell count; measured here: cytotoxicity, nuclei count;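 total cells summed across four imaged fields per well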
Hep lipid drop cells 6.5 µM = further read-out of Hep lipid drop, marked with its call; cell count; measured here: cell count, cytotoxicity flag;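 cells counted across two imaged fields per well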
MT stabilize HCS Hoechst-high % = also measured in MT stabilize HCS; calls as there; % Hoechst-high responders; measured here: nuclear condensation Hoechst responders;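 share of cells brighter than vehicle mean plus two SD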
MT stabilize HCS cytotoxicity % = also measured in MT stabilize HCS; calls as there; toxicity, %; measured here: cytotoxicity by cell density;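 0% = mean cell density of plate MIN control wells and 100% = no cells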
Autophagy HCS cell loss 18 h = further read-out of Autophagy HCS, marked with its call; toxicity, %; measured here: cell loss, nuclei count;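 cell loss after 18 h compound exposure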
Numbers without * were called inactive; i = inactive; ? = inconclusive; . = not tested or not shown.

Every second line gives: Yfh1-off respiration, Autophagy HCS, Autophagy HCS cell loss 18 h, MT stabilize HCS, MT stabilize HCS Hoechst-high %, MT stabilize HCS cytotoxicity %, Hep lipid drop, Hep lipid drop cells 6.5 µM, Dynein cargo inh, Dynein cargo inh cytoplasmic EGFP, Dynein cargo inh nuclear GR-EGFP, Dynein cargo inh cell count, Insulin prom up, Insulin prom up cell count, P. falciparum M1AAP, P. falciparum M17LAP, ER stress rescue
CCOc1ccccc1NC(=O)CCC(=O)Nc1ccccc1OCC
→ i, i, -12, 0.9, 0.9, 9.4, 60*, 747*, 0.34, -0.23, 0.44, 0.23, 0.19, 894, 1%, 6%, -3.2%
O=C(COC(=O)c1ccc(Br)cc1)NCCN1C(=O)CSC1=O
→ i, i, 29, 2.6, 1.9, 3.7, 2, 692, 0.61, -0.32, 0.31, -0.82, 2.4, 1144, -4%, 3%, -0.5%
CCCCSc1nc2[nH]ncc2c(=O)[nH]1
→ i, i, 2, 1.3, 1.6, 1.8, 0, 714, -0.63, -0.26, -0.63, -0.062, 0.72, 1396, ?, 20%, 1.0%
O=C(N/N=C/C1CCCCC1)c1cc(Cl)ccc1O
→ i, i, 14, 1.7, 2.4, 7.3, ., ., 1, -0.2, 0.34, -0.86, ., ., 8%, 15%, 2.8%
COC(=O)C1(S(=O)(=O)C2(C(=O)OC)CCCC2)CCCC1
→ i, i, 9, 5.2, 2.4, 8.1, ., ., -0.17, -0.32, 0.018, -0.45, -0.02, 1222, 5%, 4%, 0.8%
Cc1cc(C)nc(NN2C(=O)/C(=C/c3ccc(O)cc3)SC2=S)n1
→ i, i, -28, 1.9, 0.9, 2.3, ., ., -0.05, 0.054, 0.48, 0.21, -0.36, 1579, 9%, -1%, 1.7%
CN(C)S(=O)(=O)N1CCN(S(=O)(=O)N2CCOCC2)CC1
→ i, i, -7, 2.3, 2.2, 2.4, 3, 731, -1.1, -0.19, -0.6, 0.5, 0.13, 1421, 0%, 7%, -0.8%
Cn1cccc1C(=O)C(=O)Nc1cccc(Cl)c1Cl
→ i, i, -4, 4.0, 1.1, 3.5, ., ., -0.15, -0.22, -0.74, 0.35, ., ., -2%, -1%, -0.8%
COCCCNc1nc(N)c([N+](=O)[O-])c(NCC2CCCO2)n1 (centres undefined)
→ i, ., ., ., ., ., 5, 774, 0.51, -0.16, 0.28, -0.95, -0.05, 1180, 10%, 14%, .
Cc1ccc(NC(=O)Cn2cc(S(=O)(=O)c3ccccc3)c(=O)c3cc(F)ccc32)cc1
→ ., i, 13, 4.0, 1.7, 9.0, 4, 697, -0.18, -0.25, 0.59, 0.27, 0.2, 1306, 1%, 1%, -4.6%
O=S(=O)(Cc1ccccc1)Nn1cnnc1
→ i, i, 25, 3.9, 1.6, 9.2, -12, 624, -0.64, -0.0071, 0.14, 0.6, -1.8, 528, -5%, 2%, -2.1%
O=C(CSc1nc2ccccc2s1)Nc1cc(S(=O)(=O)N2CCOCC2)ccc1Cl
→ i, i, 10, 2.1, 1.8, 9.2, -16, 640, 0.76, -0.28, 0.43, 0.15, -0.52, 1346, 1%, -6%, 2.1%
O=C(CSc1cccc2cccnc12)OCC(=O)c1ccc(Br)cc1
→ i, i, -28, 2.2, 1.9, 6.9, ., ., -0.28, -0.18, -0.29, 0.16, ., ., 1%, 3%, 0.3%
O=S(=O)(c1ccc(Cl)cc1)N1CCC(N2CCOCC2)CC1
→ i, i, -8, 1.6, 1.1, 7.5, 11, 787, -0.25, 0.76, -0.11, -0.42, 0.94, 879, 10%, 8%, 1.7%
CCSC1=C(C#N)C(c2cccs2)C(C(=O)OC)=C(C)N1 (centres undefined)
→ i, i, -3, 3.5, 2.6, 1.6, ., ., 0.15, -0.15, 0.6, -1.2, -0.29, 964, 9%, -2%, 1.2%
CC1CCN(S(=O)(=O)c2cc(C(=O)N3CCN(c4ncccn4)CC3)ccc2Br)CC1
→ i, i, -12, 1.2, 1.6, 6.7, -6, 529, 0.17, -0.22, 0.4, -0.95, 0.63, 1605, 5%, 9%, -1.2%
COc1ccc(N(CC(=O)N2CCN(c3ccc(F)cc3)CC2)S(=O)(=O)c2c(C)n[nH]c2C)cc1
→ i, i, -3, 3.0, 1.2, 0.7, -11, 711, -0.41, -0.23, -0.51, 1.1, -0.15, 1285, 3%, 15%, -0.5%
CC1CCCCC1NC(=O)CCn1c(=O)oc2ccccc21 (centres undefined)
→ i, i, 11, 2.6, 1.6, 3.8, 32, 760, 0.14, -0.2, 0.062, 1.3, 0.35, 1233, -2%, -1%, -1.7%
COc1ccc2c(=O)cc(C(=O)O)oc2c1
→ i, i, 6, 1.7, 1.8, 1.3, 13, 676, -0.68, -0.22, -0.98, 0.36, 0.64, 1581, 5%, 9%, 0.2%
CCCN1C(=O)N(c2cccc(C)c2)C(C)(O)CC1(C)C (centres undefined)
→ i, ., ., ., ., ., -6, 716, -1.1, 2, -0.22, 0.76, -0.35, 1456, -1%, -6%, .
NS(=O)(=O)c1ccc(NC(=S)NC(=O)/C=C/c2cccs2)cc1
→ ?, i, 19, 2.4, 0.8, 10, 6, 659, -0.0023, -0.32, -0.58, 0.97, -0.33, 1193, 11%, 16%, 0.0%
CCOC(=O)c1sc(=S)n2c1[nH]c(=O)c1ccc(C(=O)OC)cc12
→ i, i, -10, 2.7, 1.2, 6.6, ., ., 3.5, -0.032, 2.6, -1.8, 0.65, 1570, 11%, -1%, 0.0%
CCN1C/C(=C/c2ccc(N3CCOCC3)cc2)C(=O)/C(=C/c2ccc(N3CCOCC3)cc2)C1
→ i, i, 20, 9.8, 2.6, 26, 3, 689, -3.6, 5.9, -1, 0.13, 0.95, 1281, 15%, 2%, 3.6%
CCc1ccccc1OCCOc1ccc(C)cc1OC
→ i, i, 6, 1.4, 1.1, 2.0, ., ., 0.58, -0.2, 0.078, -0.024, -0.32, 1537, 2%, 9%, -0.7%
O=C(CCCCCN1C(=O)CCC1=O)Nc1ccc(Br)cc1F
→ i, i, -8, 4.3, 2.8, 5.7, 10, 639, 0.02, -0.25, 0.18, 0.4, ., ., -1%, 1%, .
C#CCOCCOCCOCCNc1nc(N2CCOCC2)nc(N2CCN(C(=O)[C@H](Cc3ccc(O)cc3)n3cc([C@@H](N)C(C)CC)nn3)CC2)n1 (some centres undefined)
→ i, i, 11, 2.3, 1.2, 7.6, -8, 654, -0.34, -0.29, 0.16, -0.31, 0.31, 1265, -1%, -3%, -1.6%
O=C(O)Cc1ccc(C(=O)CSc2ccccc2)s1
→ i, ., ., ., ., ., 0, 734, -0.14, -0.24, -0.18, 0.61, 0.32, 1384, 2%, 13%, .
COCCn1c(-c2cc(OC)c(OC)c(OC)c2)nc2oc3cc(OC)ccc3c(=O)c2c1=O
→ i, ., ., ., ., ., 1, 714, 0.41, -0.2, 0.27, -0.19, -0.01, 1158, 2%, 1%, .
COc1ccc(-c2csc(NC(=O)Cc3cccc4ccccc34)c2C(=O)O)cc1
→ i, i, -9, 1.8, 1.9, 6.1, 7, 678, -0.73, -0.22, -0.65, 1.3, -0.79, 1352, 42µM*, 6%, -0.5%
COc1ccccc1/C=C1\Oc2cc(OC(=O)N3CCOCC3)ccc2C1=O
→ i, ., ., ., ., ., 12, 736, -0.56, -0.27, 0.3, 0.85, 0.07, 1057, 4%, 6%, .
Cc1ccc(-c2noc(-c3ccccc3Br)n2)cc1
→ i, i, -4, 1.6, 2.0, 13, ., ., -0.52, -0.14, -0.16, 0.36, -0.06, 1072, -1%, 19%, 0.6%
